From PubChem
PL synth Enamine: animal cell phospholipid biosynthesis inhibition, Enamine screen | actives 0.4% (n = 20,000) | calls only at 10 µM | ZR-82 CHO cells, pyrene fatty acid UV survival, CellTiter Blue; peroxisome-deficient CHO-K1 mutant line; plus DGAT-1, DGAT-2 and ACAT inhibitors;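 active = cell survival signal 2 SD away from solvent-only control wells, confirmed on one or two retests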;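 note: 3 h compound exposure then viability read about one day after UV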
Calls only; i = inactive. Not all compounds are listed, so the mix of outcomes need not match the whole.

SMILES	PL synth Enamine
O=[N+]([O-])c1ccc(N/N=C2/CCSc3ccc(F)cc32)c(S(=O)(=O)N2CCOCC2)c1	i
C=C1c2ccccc2NC(=S)N1Cc1ccc2c(c1)OCO2	i
CCN(CC)C(=O)Cn1nc(C)c(S(=O)(=O)N2CCOCC2)c1C	i
O=[N+]([O-])c1cc(S(=O)(=O)N2CCCC2)ccc1Sc1nnnn1-c1ccccc1	i
CCOC(=O)c1c(C)[nH]c(C(=O)COC(=O)c2ccc([N+](=O)[O-])o2)c1C	i
NS(=O)(=O)c1cccc(NS(=O)(=O)c2cccc([N+](=O)[O-])c2)c1	i
CC(C)(C)C(=O)/C=c1\[nH]c(=O)/c(=C\c2ccsc2)s1	i
O=[N+]([O-])c1ccccc1Oc1ncccc1[N+](=O)[O-]	i
Cc1nc2c(cc(Oc3ncnc4sc5c(c34)CCC5)c3ccsc32)s1	i
Cc1nnc(SCC(=O)Nc2sc3c(c2C(N)=O)CCC3)[nH]c1=O	i
CC1CC(C)CN(c2ncnc3sc4c(c23)CCC4)C1 (stereo not drawn)	i
O=C(NCCSCc1ccco1)c1ccc([N+](=O)[O-])s1	i
O=C1NC2(CCCCC2)C(=O)N1Cc1cc(-c2ccco2)on1	i
CCCc1nnc(NC(=O)Cn2ccccc2=O)s1	i
Cc1csc(NC(=O)c2ccc(=O)[nH]n2)n1	i
CCOC(=O)c1c(C)[nH]c(C(=O)O)c1C	i
Fc1ccc(C2C=C(c3cccnc3)Nc3nc(C(F)(F)F)nn32)cc1 (stereo not drawn)	i
Cc1ccc(-c2csc3ncn(CC(=O)c4cc(C)n(CC5CCCO5)c4C)c(=O)c23)s1 (stereo not drawn)	i
c1ccc(CSc2nnc3c(n2)Nc2ccccc2S3)cc1	i
Cc1sc(-n2c(C)ccc2C)c(C(=O)O)c1C	i
COc1ccc(NC(=S)NC2CC3CCC2C3)cc1OC (stereo not drawn)	i
Cc1nnc(SCC(=O)N(CC(C)C)C2CCS(=O)(=O)C2)s1 (stereo not drawn)	i
C(=N\n1c(-c2ccco2)csc1=NCCc1ccccc1)/c1ccco1	i
O=C(c1ccc(OC(F)F)cc1)C1Sc2nnc(-c3ccc(Cl)cc3Cl)n2NC1c1ccc(Cl)cc1 (stereo not drawn)	i

Molecules from the list above that have a carbonyl joined to an NH by a bond outside any ring:
SMILES	PL synth Enamine
Cc1nnc(SCC(=O)Nc2sc3c(c2C(N)=O)CCC3)[nH]c1=O	i
O=C(NCCSCc1ccco1)c1ccc([N+](=O)[O-])s1	i
CCCc1nnc(NC(=O)Cn2ccccc2=O)s1	i
Cc1csc(NC(=O)c2ccc(=O)[nH]n2)n1	i

Other records.
SMILES	PL synth Enamine
CN(C)c1ccc(N2CN=C3SCC(=O)N3C2)cc1	i
Cc1sc2nc(C(C)OC(=O)c3ncc(Cl)c(Cl)c3Cl)[nH]c(=O)c2c1C (stereo not drawn)	i
COC(=O)C1(C(=O)OC)C2C3C4CC5C6C4C2C6C1C53 (stereo not drawn)	i
CC(C)(C)NC(=O)NC(=O)C[n+]1cccc(O)c1	i
CSCCSc1nc2cc(S(=O)(=O)N(C)C)ccc2o1	i
Cc1csc(CC(N)=O)n1	i
CC(C)CN(C1CCS(=O)(=O)C1)S(=O)(=O)c1ccc(Br)cc1 (stereo not drawn)	i
FC(F)(F)c1cccc(N=P(c2ccc3c(c2)OCCO3)(c2ccc3c(c2)OCCO3)c2cccc3c2OCCO3)c1	i
Fc1cccc(-c2nnn(Cc3cc4c(cc3Br)OCCO4)n2)c1	i
S=C1Nc2ccccc2C2CC=NN12 (stereo not drawn)	i
CCN(CC)c1ccc2c(c1)OC(=O)N(c1ccc(Cl)c(Cl)c1)P2(=S)OC1CC(C)CCC1C(C)C (stereo not drawn)	i
O=C(COC(=O)Cc1ccsc1)NC(=O)NC1CCCC1	i
CN(C)c1ccc(N=C2N=C(Nc3ccc(N(C)C)cc3)c3ccccc32)cc1	i
FC(F)(F)c1ccccc1N=P(Nc1nccs1)(c1ccccc1)c1ccccc1	i
Cn1cnnc1SCC(=O)c1c(N)n(C2CC2)c(=O)[nH]c1=O	i
Cn1c(SCc2cc(Cl)c3c(c2)OCCO3)nnc1-c1ccco1	i
c1cncc(-c2nc(Oc3ccc4c(c3)OCO4)c3ccccc3n2)c1	i
COc1ccc(OC)c(Nc2nc3ccccc3nc2NS(=O)(=O)c2cccc3nsnc23)c1	i
C/C=C/C=C/C(=O)NNC(=O)CC12CC3CC(CC(C3)C1)C2	i
CC1CCC(C(C)C)C(OP(=O)(OC2CC(C)CCC2C(C)C)C(O)c2ccccc2)C1 (stereo not drawn)	i
CC(C)CCN(CCC(C)C)C(=O)CSc1nnc(N)s1	i
CN(C)NC1=CC(=[N+]2CCOCC2)CC(C)(C)C1	i
CN1C(=O)C(=Cc2c3n(C)c4ccccc4c(-c4ccccc4)c-3c3ccccc23)C(=O)N(C)C1=O	i
C=CCn1c(SCc2nc3sc4c(c3c(=O)[nH]2)CCC(C)C4)nc2scc(C3CC3)c2c1=O (stereo not drawn)	i
FC(F)(F)c1cc(Cl)c2nc(-c3cccc(Br)c3)cn2c1	i
S=C(NCCN1CCOCC1)NNC(=S)NC1CCCCC1	i
Cc1occc1-c1nnc(SCC(=O)c2ccc(Br)s2)n1C	i
S=C(Nc1ccc2c(c1)OCO2)Nc1ccccc1Cl	i
Cc1cc(C(=O)C(C)n2cnc3c2c(=O)n(C)c(=O)n3C)c(C)n1Cc1ccco1 (stereo not drawn)	i
O=C(O)c1cc2cc(Br)ccc2oc1=O	i
CN(C)CCOC(=O)C12CC3CC(CC(C3)C1)C2	i
Cc1c(P(=Nc2ccc([N+](=O)[O-])cc2)(c2ccccc2)c2ccccc2)c2ccccc2n1C	i
CCCCc1nnc(NC(C)=O)s1	i
c1csc(-c2noc(CSc3ccc4ccccc4c3)n2)c1	i
S=c1sc(SCCOc2cccc(Br)c2)nn1-c1ccccc1	i
CN(C)c1ccc(N=Nc2ccc(S(=O)(=O)O)cc2)cc1	i

Among those listed so far, these have an NH in an aromatic ring:
SMILES	PL synth Enamine
CCOC(=O)c1c(C)[nH]c(C(=O)COC(=O)c2ccc([N+](=O)[O-])o2)c1C	i
CC(C)(C)C(=O)/C=c1\[nH]c(=O)/c(=C\c2ccsc2)s1	i
Cc1nnc(SCC(=O)Nc2sc3c(c2C(N)=O)CCC3)[nH]c1=O	i
Cc1csc(NC(=O)c2ccc(=O)[nH]n2)n1	i
CCOC(=O)c1c(C)[nH]c(C(=O)O)c1C	i
Cc1sc2nc(C(C)OC(=O)c3ncc(Cl)c(Cl)c3Cl)[nH]c(=O)c2c1C (stereo not drawn)	i
Cn1cnnc1SCC(=O)c1c(N)n(C2CC2)c(=O)[nH]c1=O	i
C=CCn1c(SCc2nc3sc4c(c3c(=O)[nH]2)CCC(C)C4)nc2scc(C3CC3)c2c1=O (stereo not drawn)	i

(list continues)
SMILES	PL synth Enamine
CN1CCN(/N=C2/C(=O)Nc3ccc([N+](=O)[O-])cc32)CC1	i
CN1CC2=C(C1=O)C(c1ccc(Br)cc1)NC(=O)N2 (stereo not drawn)	i
C#CCSc1nc(N)c2c3c(sc2n1)CCCC3	i
O=[N+]([O-])c1cc(S(=O)(=O)N2CCCC2)ccc1Oc1ccc2c(c1)OCO2	i
O=C1CC2(CCCC2)C(=O)N1CN1CCc2ccccc2C1	i
O=C(N=C1N=C2C=CC(Br)=CN2Cc2ccccc21)c1ccco1	i
CC(C)(C)C1CCC(=NNc2nc3ccccc3s2)CC1 (stereo not drawn)	i
CC1(C)CC(N2CCN(C(c3ccccc3)c3ccccc3)CC2)=CC(=[N+]2CCCCC2)C1	i
CSc1cccc(N=Cc2ccc(N3CCC(c4ccccc4)=N3)cc2)c1	i
COc1cc2c(cc1OC)CN(C(=S)Nc1ccc(OC(F)F)cc1)CC2	i
CC/C(C)=N/Nc1ccc(S(=O)(=O)N(CC)CC)cn1	i
NC(=O)C(=O)NN=C1C2CC3CC(C2)CC1C3	i
CCN(CC)CCNC(=O)c1cc2c(=O)n3cccc(C)c3nc2s1	i
Clc1cccc(Cl)c1CSC1=NCCN1	i
COc1cc(OC)c(OC)cc1/C=N/Nc1ncc(Cl)cc1Cl	i
O=C(O)CCc1cccs1	i
Oc1ccc2cc(Br)ccc2c1/C=N/n1cnnc1	i
S=C1N=C(c2ccc(Cl)cc2Cl)n2c(nc3ccccc32)C1=P(c1ccccc1)(c1ccccc1)c1ccccc1	i
Cc1cccn2c(=O)cc(CSc3nnnn3C3CCCC3)nc12	i
c1ccc(OCCSc2nnc3sc4ccccc4n23)cc1	i
Cc1ccc(-c2n[nH]c(=S)n2/N=C/c2ccc(Cl)c(Cl)c2)cc1	i
Fc1ccc(N=Cc2ccncc2)cc1F	i
COc1cc(/C=N/n2cn[nH]c2=S)cc(Br)c1O	i
C=CCN(CC=C)Cn1nc(Nc2ccccc2F)sc1=S	i
C/C(=N\NC(=S)NC(C)C)c1ccc2c(c1)Nc1ccccc1S2	i
COC(=O)c1ccc(C2c3sc(=O)[nH]c3SC3C(=O)N(CC(=O)O)C(=O)C32)cc1 (stereo not drawn)	i
O=S(=O)(NCC1(N2CCCCC2)CCCCC1)c1cccs1	i
COc1ccc(S(=O)(=O)Nc2ccc(I)cc2)cc1N	i
FC(F)(F)c1ccc(/C=N/NC2=Nc3cccc4cccc2c34)cc1	i
CCOP(=O)(OCC)C(NC(=O)NC1CCCCC1)C(F)(F)F (stereo not drawn)	i
Clc1ccc2nc(-c3cccnc3)cc(-c3ccccc3)c2c1	i
CC(=O)c1sc(NC(=O)CCn2[nH]c(=O)ccc2=O)nc1C	i
c1cnc2c(Oc3ncnc4c3oc3ccccc34)cccc2c1	i
O=C1C(=O)N(CN2CCCC2c2cccs2)C(=O)N1CCc1cccs1 (stereo not drawn)	i
Fc1cc(Br)ccc1N=Cc1ccncc1	i
CC(=O)NCc1ccc(-c2csc(NC(=O)CCc3c(C)noc3C)n2)s1	i
Nc1cc(N)nc(SCc2cc([N+](=O)[O-])cc3c2OCOC3)n1	i
COc1ccc(-c2noc(COc3cc(Cl)ccc3Cl)n2)cc1OC	i
O=C1OCC(CO)(CO)N=C1NNc1ccc(I)cc1	i
COC(=O)N/N=C/C1=CCC2CC1C2(C)C (stereo not drawn)	i
O=C(c1cc(=O)c2ccccc2o1)N1c2ccccc2Sc2ccccc21	i
COc1ccc(OCc2cn3cccnc3n2)cc1	i
O=c1oc2ccccc2c(O)c1C=Nc1nc2ccccc2s1	i
CSCCC(NS(=O)(=O)c1cccs1)C(=O)O (stereo not drawn)	i
CC(=O)c1c(C)[nH]c(C(=O)COC(=O)c2c(C)noc2C)c1C	i
COc1ccc(-c2noc(CSc3nnc(C4CC4)n3C3CC3)n2)cc1	i
Cc1noc(C)c1/C=C/c1ccc2ccccc2n1	i
CC1=Nc2cc(C(F)(F)F)c3ccccc3c2C1(C)C	i

Shown bar-delimited: entries from further up
Compound | PL synth Enamine
Clc1ccc2nc(-c3cccnc3)cc(-c3ccccc3)c2c1 | i
CC(=O)c1sc(NC(=O)CCn2[nH]c(=O)ccc2=O)nc1C | i
c1cnc2c(Oc3ncnc4c3oc3ccccc34)cccc2c1 | i
O=C1C(=O)N(CN2CCCC2c2cccs2)C(=O)N1CCc1cccs1 (stereo not drawn) | i

(next part)
SMILES	PL synth Enamine
COC(=O)c1c(C)[nH]c(C(=O)C(C)Sc2nncn2C)c1C (stereo not drawn)	i
O=C(O)c1cc(Cl)c[nH]1	i
C=CCn1c(-c2ccc(Cl)cc2)n[nH]c1=S	i
O=S(=O)(NC1CCCc2ccccc21)c1ccc(Cl)c(Cl)c1 (stereo not drawn)	i
FC(F)Sc1ccc(NC(=S)NC2CCCCC2)cc1	i
